# Bioassay records (PubChem BioAssay)
# GPR7 antag – antagonists of human GPR7 (neuropeptides B/W receptor 1); hit rate 1.1% among 290,000; GPR7-expressing cells, fluorescence antagonist assay; P48145; inhibition, % at 4.4 µM; in the data active means inhibition above about 16%, passing the limit was not always enough;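 further: cells stimulated with the agonist NPW; 0% = agonist with vehicle and 100% = vehicle without agonist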
# MEKK3 PB1 HTS – raises or lowers MEK5 binding to the human MEKK3 PB1 domain. Q99759. bead-based flow cytometry, Alexa488-MEK5 binding to MEKK3; actives lie on both sides; 0 = blocked by unlabeled MEK5, 100 = vehicle. binding response (% of control), % at 10 µM. hit rate 1.4% among 290,000;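 active means binding response more than 3 SD above or below the average of its plate-row segment, actives on both sides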;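 further: Alexa488 bead fluorescence after subtracting the streptavidin-only scavenger bead signal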
# Target sequence (Q99759 whole entry, looked up, the tested form may be a part): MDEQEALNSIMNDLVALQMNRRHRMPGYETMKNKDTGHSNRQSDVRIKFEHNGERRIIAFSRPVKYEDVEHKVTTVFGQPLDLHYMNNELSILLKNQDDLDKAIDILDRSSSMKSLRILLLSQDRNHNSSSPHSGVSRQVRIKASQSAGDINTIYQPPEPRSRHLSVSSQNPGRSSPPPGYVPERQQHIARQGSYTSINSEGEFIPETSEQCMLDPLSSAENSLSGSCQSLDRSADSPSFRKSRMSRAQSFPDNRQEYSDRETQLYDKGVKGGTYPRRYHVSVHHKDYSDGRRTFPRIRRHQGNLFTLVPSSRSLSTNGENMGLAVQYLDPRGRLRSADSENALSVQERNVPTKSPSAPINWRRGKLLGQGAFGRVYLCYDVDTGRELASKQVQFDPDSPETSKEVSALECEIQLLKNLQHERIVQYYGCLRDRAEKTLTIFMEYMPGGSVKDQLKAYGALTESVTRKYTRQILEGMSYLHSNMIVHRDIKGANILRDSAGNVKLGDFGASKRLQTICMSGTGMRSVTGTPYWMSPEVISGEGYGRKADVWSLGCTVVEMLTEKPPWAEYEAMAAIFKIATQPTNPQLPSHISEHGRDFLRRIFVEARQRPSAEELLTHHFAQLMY
# MEKK2 WT-MEK5 – raises or lowers MEK5 binding to wildtype human MEKK2 PB1 domain. Q9Y2U5. bead flow cytometry, Alexa488-MEK5 binding to MEKK2 WT; actives lie on both sides. binding response (% of control), % at 10 µM. hit rate 1.1% among 290,000; in the data active means binding response below about 67% or above about 130%
# MEKK2mut PB1 HTS – signal of MEK5 binding to mutant human MEKK2 PB1 domain | bead flow cytometry, Alexa488-MEK5 binding to MEKK2 mutant | percent response, % at 10 µM | hit rate 0.35% among 290,000 | AID 1530; in the data active means percent response above about 24%, passing the limit was not always enough; further: inactives centre near 1; some results filed as inactive read as strong as hits; reference of the scale not given here
# PHOSPHO1 inh – PHOSPHO1 (human) inhibition. Q8TCT1. recombinant PHOSPHO1, absorbance phosphatase assay. inhibition, % at 13.3 µM. hit rate 1.1% among 290,000; in the data active means inhibition above about 60%
# OXTR ag – human OXTR agonism; CHO-OTR cells, Fluo-8 calcium fluorescence; normalized: DMSO 0%, oxytocin 100%; activation, % at 3 µM; AID 2435; hit rate 0.32% among 320,000;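 active means activation above the mean of all tested compounds plus 3 SD, cutoff set per screening run, cut at about 20% in these data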;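 further: peak over basal fluorescence ratio from a 100 s FLIPR kinetic read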
# NALP1 inh – NALP1 inhibition; hit rate 0.61% among 280,000; AID 2071; S. cerevisiae NALP1/ASC/caspase-1 growth, X-gal OD620, 72 h; inhibition, % at 10 µM; in the data active means inhibition mostly above about 24%, no sharp cut-off; inactive means mostly below about 32%; further: some compounds called inactive have numbers as strong as hits
# V1R ag counter – activates human V1a receptor in oxytocin agonist counter-screen; P37288; CHO-V1R cells, Fluo-8 calcium fluorescence, agonist mode; 0% DMSO, 100% 3 nM vasopressin; activation, % at 3 µM; hit rate 0.25% among 320,000;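 active means activation above the mean activation of all tested compounds plus 3 SD, per screening run, cut at about 20% in these data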;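 further: signal is peak over basal fluorescence ratio across a 100 second FLIPR read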
# GalR3 antagonist – human GalR3 antagonism; inhibition, % at 3 µM; O60755; HEK293 GalR3-CNG cAMP membrane potential fluorescence; galR3 body fused to GalR1 C-terminus; hit rate 0.44% among 360,000; AID 651719;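 active means inhibition above the screen-wide average plus 3 SD, cut at about 13% in these data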;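 further: forskolin and galanin both at EC90 stimulate the cells; cAMP rise reported by CNG channel membrane potential dye signal; 0% = forskolin plus galanin with DMSO and 100% = forskolin alone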
# Numbers without * were called inactive; . = no result given; & = joins results of further samples; [ ] = another dose, or the depositor's remark.
SMILES,GPR7 antag,MEKK3 PB1 HTS,MEKK2 WT-MEK5,MEKK2mut PB1 HTS,PHOSPHO1 inh,OXTR ag,NALP1 inh,V1R ag counter,GalR3 antagonist
N#Cc1c(N2C(=O)C3C4C=CC(C4)C3C2=O)sc2c1CCC2 (configuration not stated),-4,100,97,-4,-1,0.3,8,0.3,-6
COc1ccccc1OCC(=O)N(Cc1nc(-c2ccccc2)no1)C(C)C,0,100,100,-3,2,3.2,6,3.0,-10
O=C(O)c1ccc(-n2nc(C(F)(F)F)c3c2CCCC3)cc1,-9&-4,101&100,96&102,-1&1,21&-2,1.4&-0.8,5&-10,1.1&0.4,-7&-4
Cc1nc(SCC(=O)Nc2c(C)n(C)n(-c3ccccc3)c2=O)[nH]c(=O)c1C,1,105,106,3,.,0.1,.,0.0,-6
Cn1cc(C(=O)N/N=C/c2cc(Br)cs2)c2ccccc21,-15,91,86,-9,24,0.2,.,0.0,.
O=C(OCc1nnc(-c2ccccc2)o1)C1CC(=O)N(Cc2ccco2)C1 (configuration not stated),-7,92,93,-2,10,0.1,-24,1.2,-6
O=C(Nc1ccc2[nH]ccc2c1)c1ccc(F)cc1,-14,101,104,2,49,-1.1,13,0.7,1
C/[N+]([O-])=C\C1C(=O)CC(C)(C)CC1=O,16,90,96,-2,24,0.2,-2,6.6,-10
CC(C)(C)NC(=O)c1cnn(-c2ccccc2)c1NC(=O)c1ccccc1,-14,98,96,-2,-2,-0.9,-8,-0.2,-10
Cc1cccc(/C=C2\Sc3ccc(C(=O)N4CCCCC4)cc3N(C)C2=O)c1,1,100,100,0,32,0.2,20,1.3,-3
COc1cc(CN2CCNC(=O)C2CC(=O)N(Cc2nccn2C)C(C)C)cc(OC)c1 (configuration not stated),-15,112,112,15,46,0.5,.,-0.3,-3
O=c1nc(NC2CCCC2)ccn1Cc1cccc(Br)c1,-4,.,.,.,-10,-0.2,1,0.6,-2
CCN(CC)CCOC(=O)c1ccc(N/C=C(/C#N)c2nc(-c3cc4ccccc4oc3=O)cs2)cc1,8,15*[inhibitor],36*[inhibitor],-44,28,.,14,.,-4
COC(=O)CSc1nc(-c2ccccc2)c2c(c1C#N)CCCC2,1,106,108,7,19,-1.2,14,-0.1,-7
O=[N+]([O-])c1ccc(COc2cccnc2)cc1,-19,100,96,0,-15,2.5,6,0.3,9
CC1(C)CC(=O)C(C=NCC2CCNCC2)=C(O)C1,-13,89,90,-8,-10,0.3,-13,0.4,-1
O=C(NCCO)C(O)C(O)C(=O)NCCO (configuration not stated),2,99,87,-14,45,-0.2,2,0.6,-5
COc1ccc(OC)c(NC=C2C(=O)OC3(CCCCC3)OC2=O)c1,-5,96,88,-3,50,-2.0,11,-0.3,3
COc1ccc(Cn2nnnc2C(c2ccccc2Cl)N2CCC(C(N)=O)CC2)cc1 (configuration not stated),0,103,104,-1,26,0.7,17,-0.5,-2
CCCN(c1ccc(C(C)C)cc1)S(=O)(=O)c1c(C)[nH]c(=O)[nH]c1=O,-15,105,107,14,-14,0.6,6,-0.1,-5
CCN(CC(=O)Nc1c(F)cccc1F)C(=O)c1cc(S(=O)(=O)N(CC)CC)ccc1N1CCCCC1,29*,96,104,4,-5,-1.6,2,-1.0,-5
CC(C)C(C)(C#N)NC(=O)CSc1nc(C2CCCCC2)n(-c2ccccc2)n1 (configuration not stated),-6,100,99,-1,6,-2.1,25,-0.3,-14
COC(C[C@H](O)C[C@H](O)[C@@H](C)OCc1ccccc1)OC,.,101,98,-4,.,-0.1,.,1.1,-8
COc1cc2c(cc1OC)-c1cc(Nc3ccccc3)nc(=O)n1CC2,-13,109,112,3,13,-2.4,.,0.5,44*
FC(F)(F)c1cc(-c2cccs2)nc2ncnn12,-15,91,88,-10,48,-0.2,2,0.2,-4
CCOC(=O)N1CCN(S(=O)(=O)c2ccc3c(c2)CC(C)N3C(C)=O)CC1 (configuration not stated),-12,95,94,-2,28,3.0,-2,2.7,-8
CN(NC(=O)C(C)(C)C)c1nc(-c2ccccc2)nnc1C(F)(F)F,-5,97,100,3,13,1.2,9,1.1,-2
CCNC(=S)SCCOc1ccccc1C,-2,94,97,-3,18,0.1,47,0.0,-3
O=c1c2c(nc3nc(NCc4ccc(Cl)cc4)[nH]n13)CCC2,-13,122,111,1,4,0.2,5,0.0,3
COc1ccccc1N1CCN(c2ncnc3sc(C)c(-c4ccccc4)c23)CC1,27*,100,92,-5,28,-1.4,4,0.9,.
COCCCn1c(=O)c2sccc2n2c(CCCC(=O)N(C)Cc3ccco3)nnc12,-2,101,102,-2,39,-0.1,-2,0.3,-8
CSCC[C@H](NC(=O)[C@H]1CC[C@H](CNC(=O)[C@@H](N)Cc2ccccc2)CC1)C(=O)O,-7,105,106,10,.,1.0,12,0.4,-6
COc1ccc(C2CC(c3ccccc3)n3nnnc3N2)cc1 (configuration not stated),5,94,94,-4,-3,2.0,6,1.9,-3
O=C(N/N=C/c1ccc2c(c1)OCO2)c1ccc2c(c1)OCO2,-2,101,112,8,38,0.6,2,0.7,-1
COc1ccc(Cc2nnc(NN)[nH]c2=O)cc1OC,-18,101,106,3,31,-0.2,-2,0.6,-7
CC(Oc1cc2oc(=O)c3c(c2cc1Cl)CCC3)C(=O)NCc1cccnc1 (configuration not stated),5,100,102,1,26,1.6,-4,1.3,-5
COC(=O)C(C(=O)OC)N1C(=O)CCC1=O,-8,97,97,1,-34,0.5,15,1.1,-2
Cn1cccc1/C=N\NC(=O)Cc1ccc(Br)c2ccccc12,-10,101,100,1,-3,7.1,0,7.7,-7
CN(Cc1ccccc1)C(=O)c1oc(=O)c2ccccc2c1-c1ccccc1,16,106,112,1,5,-1.9,41,1.6,0
O=C(C1CCCO1)N1CCN(Cc2nc3ccccc3c(=O)[nH]2)CC1 (configuration not stated),-13,101,99,-1,24,1.3,20,1.6,-4
Cn1ncc(Br)c1C(=O)N1CCOCC1,3,99,99,-2,-5,-0.6,13,1.1,0
Nc1cc(N2CCCCCC2)c2nonc2c1[N+](=O)[O-],2,102,105,3,7,8.1,5,4.9,-13
COc1ccc(CC(=O)N2CCN(c3cccc(Cl)c3)CC2)cc1OC,-8,104,105,6,35,4.6,2,5.2,-4
CCOc1cc(CNc2ccc3c(c2)OCCO3)cc(Br)c1OC,2,110,114,7,12,-1.4,1,-1.3,.
O=C(Nc1ccccc1C(=O)O)c1ccc(Br)o1,0,103,102,6,3,-0.7,8,0.4,-2
CCOC(=O)c1cnc(SCC(C)C)nc1N,-2,96,100,1,30,-1.5,19,0.4,-8
Cc1cc(C)cc(NC(=O)CSc2cc(C(=O)c3nccn3C)c3ccccc3n2)c1,-14,99,98,-1,1,0.3,36,1.9,0
CCCCC1C(C#N)=C(C)NC2=C1C(=O)CC(C)(C)C2 (configuration not stated),10,101,101,1,3,3.7,-21,3.1,-4
Cc1ccc(SCC(=O)NNC(=O)c2ccccc2)c(C)c1,-7,101,97,3,24,1.3,18,0.3,-8
O=C(NCCc1ccccc1)C1CC(=O)N(C2CCCC2)C1 (configuration not stated),-7,100,102,6,16,0.4,-5,-0.1,-8
# Remaining list, next part.
SMILES,GPR7 antag,MEKK3 PB1 HTS,MEKK2 WT-MEK5,MEKK2mut PB1 HTS,PHOSPHO1 inh,OXTR ag,NALP1 inh,V1R ag counter,GalR3 antagonist
O=C1C2C3C=CC(C3)C2C(=O)N1CCC(=O)N1CCc2ccccc21 (configuration not stated),-10,84,107,7,5,0.4,20,0.5,0
Cc1ccc(OCCn2c(Br)nc3c2c(=O)n(C)c(=O)n3C)cc1,-2,60,65,-21,4,7.2,10,4.9,-4
Cc1nc(N2CCN(c3ccccn3)CC2)c2c(C)c(C(=O)Nc3ccc(Br)cc3C)sc2n1,-12,105,101,2,14,-0.9,1,4.8,0
CCn1cc(C(=O)N[C@H](C(=O)NCCCn2ccnc2)C(C)C)c(=O)c2cc3c(cc21)OCO3,-2,95,95,-7,58,3.7,8,0.4,-8
COc1cccc2cc(-c3nc4ccccc4o3)c(=O)oc12,0,102,93,-11,1,-2.5,6,1.1,-6
CCOC(=O)Cc1csc(NC(=O)c2ccc(S(=O)(=O)N3CCCCC3)cc2)n1,-7,97,100,-1,34,9.8,7,9.6,-6
CCC(C)(C)n1nnnc1C(c1cc2cc(C)cc(C)c2[nH]c1=O)N1CCCC1 (configuration not stated),-4,92,95,-3,-3,-0.7,-77,-0.4,-1
COC(=O)C1C(=O)C(C(=O)/C=C/c2ccccc2)C(=O)CC1(C)C (configuration not stated),-12,101,93,-5,0,-0.8,7,0.0,-4
CC(C)N1CCC(N2CCN(Cc3nc4ccccc4s3)CC2CCO)CC1 (configuration not stated),-8,106,115,21,25,0.5,.,0.1,6
